Assay outcomes (PubChem)
Autophagy HCS = modulators of autophagy; AID 463193; hit rate 0.98% among 190,000; calls only at 10 µM (by protocol); MEF GFP-LC3 puncta imaging; test concentration mostly 10 µM;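 active = percentage of spot-positive cells more than 3 SD above its plate mean, without a fluorescence outlier flag or 80% toxicity; inconclusive = no clear call, values can overlap the other calls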;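 note: spot-positive cell cutoff set from DMSO-treated cells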
human PMI inhibitors = human PMI inhibitors, high substrate, primary screen, biochemical, fluorescence intensity, high mannose 6-phosphate (AID 1220). recombinant PMI enzyme, coupled fluorescence intensity; higher % means a stronger effect. hit rate 0.66% among 190,000. inhibition, % at 20 µM; hits with a dose series show IC50 in µM
human PMI inhibition = inhibitors of human PMI, primary screen, biochemical, fluorescence intensity, coupled assay (AID 1209); purified PMI enzyme, coupled fluorescence intensity; higher % means a stronger effect; inhibition, % at 20 µM, or IC50 in µM where a hit was titrated; hit rate 0.42% among 190,000;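 note: plate controls were DMSO vehicle for no effect and wells lacking substrate for full effect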
Insulin prom up = MIN6 insulin promoter up-regulation | MIN6 insulin promoter-GFP reporter, high-content imaging; stronger effect = higher value | z-score at 5 µM | hit rate 0.3% among 190,000;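 active = z-score above 3 at 5 µM with at least 500 cells counted in the well; inconclusive = wells under 500 cells, flagged as cytotoxic or low count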
WT yeast gro inh = growth inhibition of WT yeast, mitochondrial fusion screen; mitochondrial fusion phenotypic screen, WT strain; inhibition, % at 10 µM; hit rate 2.1% among 190,000; AID 1362; in the data active = inhibition above about 58%; tested in S. cerevisiae
MT stabilizer = microtubule stabilizers in HeLa cells; HeLa tubulin immunostaining HCS, 24 h; share of cells brighter than vehicle mean+2SD; % tubulin-high responders, % at 10 µM; hit rate 0.83% among 200,000; AID 2205;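 active = plate Z-score above 3 for both tubulin-high and condensed-nucleus cell shares, with cell loss under 80%, at 10 µM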;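 note: anti alpha tubulin signal scored within the nucleus-defined area of each cell; some results filed as inactive read as strong as hits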
Dynein cargo inh = blocks dynein driven cargo transport along microtubules; z-score, hits read low; hit rate 0.47% among 220,000; 3617.4 mouse cells, GR-EGFP nuclear translocation imaging; test concentration mostly 20 µM; stimulated with dexamethasone, 1 µM; stronger effect = lower value; AID 1381;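 active = plate z-score of nuclear minus cytoplasmic receptor signal below a set negative limit, without overly bright fluorescence or cell loss, cut at about -3.5 in these data, passing the limit was not always enough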;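 note: z-score of nuclear minus cytoplasmic ring GR-EGFP intensity difference per well; some compounds called inactive have numbers as strong as hits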
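Buffer or medium: tet-free medium with charcoal-stripped serum / Also added: dexamethasone agonist, 1.0 µM final, for 30 min / Timing: induction 48 h, compound 1 h, agonist 30 min / Measured by: high-content fluorescence imaging after fixation / Read-out: nuclear-to-cytoplasmic GR-EGFP distribution per well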
Yfh1-depleted yeast = mitochondrial function rescue without frataxin homolog – Friedreich's ataxia, plus single-dose screen, dose response (AID 1465); fold induction at 50 µM; hits with a dose series show EC50 in µM; S. cerevisiae Yfh1-off respiration, WST-1 reduction, 72 h; higher fold induction means a stronger effect; hit rate 0.074% among 220,000;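 active = fold induction of absorbance versus untreated yeast above a set limit, then at least 30% activation at any dose in follow-up; inconclusive = repeats straddling the limit, or above it without dose testing; inactive = fold induction below the set limit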;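 note: activators that raise dye reduction in frataxin-depleted yeast; strong numbers were not always called active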
bCat nuc transl = modulators of beta-catenin nuclear translocation; hit rate 0.3% among 190,000; nuclear translocation activity, % at 5 µM; AID 1665; HeLa beta-catenin nuclear translocation, immunofluorescence imaging;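 active = nuclear translocation activity above 50% at 5 µM, with a well cell count of 50 or more; inconclusive = wells under 50 cells across six images, flagged as toxic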;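 note: per-cell ratio of nuclear to cytoplasmic median beta-catenin stain intensity; plate controls were DMSO negative control for no effect and GSK-3 inhibitor IX positive control for full effect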
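Test system: HeLa cells, endogenous beta-catenin; Compound: single 5 µM dose plus 0.02–20 µM confirmation series; Times: compound exposure 24 h at 37°C; Signal: fluorescence imaging of beta-catenin antibody stain plus DAPI; Read-out: % activation, nuclear-to-cytoplasmic median beta-catenin signal ratio per cell.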
WT yeast gro inh mutant strain = second read-out of WT yeast gro inh, no call of its own (marks repeat the call); inhibition, %; mitochondrial fusion phenotypic screen, mutant strain inhibition
Dynein cargo inh cytoplasmic EGFP = recorded beside Dynein cargo inh, whose call it bears; z-score; measured here: cytoplasmic GR-EGFP intensity; stronger effect = higher value
Dynein cargo inh nuclear GR-EGFP = further read-out of Dynein cargo inh, marked with its call; z-score; measured here: nuclear GR-EGFP intensity;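 lower value marks the stronger effect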
Dynein cargo inh cell count = second read-out of Dynein cargo inh, no call of its own (marks repeat the call); z-score; measured here: cell count per field
Insulin prom up cell count = second read-out of Insulin prom up, no call of its own (marks repeat the call); cell count; measured here: cytotoxicity, nuclei count;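 total cells summed across four imaged fields per well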
bCat nuc transl cell count 5 µM = also measured in bCat nuc transl; calls as there; cell count; measured here: cell count, cytotoxicity flag
MT stabilizer Hoechst-high % = also measured in MT stabilizer; calls as there; % Hoechst-high responders; measured here: nuclear condensation Hoechst responders;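 share of cells brighter than vehicle mean plus two SD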
MT stabilizer cytotoxicity % = second read-out of MT stabilizer, no call of its own (marks repeat the call); toxicity, %; measured here: cytotoxicity by cell density;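 0% = mean cell density of plate MIN control wells and 100% = no cells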
Autophagy HCS cell loss 18 h = further read-out of Autophagy HCS, marked with its call; toxicity, %; measured here: cell loss, nuclei count;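 cell loss after 18 h compound exposure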
Active calls of the source: *; i = inactive; ? = inconclusive; nt = not tested or not shown. Cut-off read from the data, not from the text of the source, unless noted: active = inhibition above about 50%; inactive = the rest. These rows are one share of the data (hit frequency here may not be typical).

The first three compounds, ahead of the listing:
SMILES	Autophagy HCS	Autophagy HCS cell loss 18 h	human PMI inhibitors	human PMI inhibition	Insulin prom up	Insulin prom up cell count	WT yeast gro inh	WT yeast gro inh mutant strain	MT stabilizer	MT stabilizer Hoechst-high %	MT stabilizer cytotoxicity %	Dynein cargo inh	Dynein cargo inh cytoplasmic EGFP	Dynein cargo inh nuclear GR-EGFP	Dynein cargo inh cell count	Yfh1-depleted yeast	bCat nuc transl	bCat nuc transl cell count 5 µM
CCCC(=O)O[C@]1(C(=O)CCl)[C@@H](C)C[C@H]2[C@@H]3CCC4=CC(=O)C=C[C@]4(C)[C@@]3(F)C(=O)C[C@@]21C	i	23	-7%	-6%	nt	nt	21	-2	2.3	1.8	4.4	-0.82	-0.28	-0.24	1.1	i	-9.0	466
COc1ccc(-c2oc3c(CC=C(C)C)c(O[C@@H]4O[C@H](CO)[C@@H](O)[C@H](O)[C@H]4O)cc(O)c3c(=O)c2O[C@@H]2O[C@@H](C)[C@H](O)[C@@H](O)[C@H]2O)cc1	nt	nt	-10%	6%	-0.33	1382	-8	4	nt	nt	nt	nt	nt	nt	nt	i	-0.2	1151
COc1cc(N)c(Cl)cc1C(=O)N[C@@H]1CCN(CCCOc2ccc(F)cc2)C[C@@H]1OC	nt	nt	1%	11%	0.51	1464	-1	-8	nt	nt	nt	nt	nt	nt	nt	i	0.6	958

This part in full, repeating the preview:
SMILES	Autophagy HCS	Autophagy HCS cell loss 18 h	human PMI inhibitors	human PMI inhibition	Insulin prom up	Insulin prom up cell count	WT yeast gro inh	WT yeast gro inh mutant strain	MT stabilizer	MT stabilizer Hoechst-high %	MT stabilizer cytotoxicity %	Dynein cargo inh	Dynein cargo inh cytoplasmic EGFP	Dynein cargo inh nuclear GR-EGFP	Dynein cargo inh cell count	Yfh1-depleted yeast	bCat nuc transl	bCat nuc transl cell count 5 µM
CCCC(=O)O[C@]1(C(=O)CCl)[C@@H](C)C[C@H]2[C@@H]3CCC4=CC(=O)C=C[C@]4(C)[C@@]3(F)C(=O)C[C@@]21C	i	23	-7%	-6%	nt	nt	21	-2	2.3	1.8	4.4	-0.82	-0.28	-0.24	1.1	i	-9.0	466
COc1ccc(-c2oc3c(CC=C(C)C)c(O[C@@H]4O[C@H](CO)[C@@H](O)[C@H](O)[C@H]4O)cc(O)c3c(=O)c2O[C@@H]2O[C@@H](C)[C@H](O)[C@@H](O)[C@H]2O)cc1	nt	nt	-10%	6%	-0.33	1382	-8	4	nt	nt	nt	nt	nt	nt	nt	i	-0.2	1151
COc1cc(N)c(Cl)cc1C(=O)N[C@@H]1CCN(CCCOc2ccc(F)cc2)C[C@@H]1OC	nt	nt	1%	11%	0.51	1464	-1	-8	nt	nt	nt	nt	nt	nt	nt	i	0.6	958
CC1(C)O[C@@H]2C[C@H]3[C@@H]4C[C@H](F)C5=CC(=O)C=C[C@]5(C)[C@@]4(F)[C@@H](O)C[C@]3(C)[C@]2(C(=O)CO)O1	i	12	9%	3%	nt	nt	17	-4	1.8	1.0	0.8	0.12	-0.27	0.51	0.0017	i	nt	nt
CCCCN(CCCC)CCCOC(=O)c1ccc(N)cc1	i	0	-5%	-4%	nt	nt	-3	-7	3.0	2.1	8.4	-0.38	-0.25	0.31	0.76	i	nt	nt
CC(C)NNC(=O)c1ccncc1	i	3	-15%	-10%	nt	nt	-1	-8	3.3	3.4	2.1	0.14	-0.27	0.26	0.77	i	-3.1	596
CC(=O)Oc1ccc2c(C)cc(=O)oc2c1	i	-12	2%	3%	nt	nt	-9	1	1.7	0.7	7.4	-0.55	0.1	-0.046	-0.26	i	1.0	1123
O=C1NC(=S)S/C1=C\C=C\c1ccc([N+](=O)[O-])o1	nt	nt	nt	nt	?	nt	nt	nt	nt	nt	nt	-1.9	7.9	0.016	-1.7	i	5.5	1164
COc1cc(C2Oc3cc(C4Oc5cc(O)cc(O)c5C(=O)C4O)ccc3OC2CO)ccc1O (centres undefined)	i	17	-4%	-11%	nt	nt	16	0	2.4	1.3	9.0	0.029	0.4	0.56	0.14	i	nt	nt
N=c1nc(N2CCCCC2)cc(N)n1O	i	21	9%	17%	nt	nt	-1	-25	1.6	2.0	2.4	-0.81	-0.29	-0.23	1.3	i	-3.3	610
CCCC(=O)O[C@]1(C(=O)COC(C)=O)CC[C@H]2[C@@H]3C[C@H](F)C4=CC(=O)C=C[C@]4(C)[C@@]3(F)[C@@H](O)C[C@@]21C	i	20	-9%	-8%	nt	nt	-6	-13	2.5	2.1	1.8	-0.57	-0.25	-0.11	0.85	i	-9.8	452
O=C(c1ccccn1)N(Cc1cccs1)C1(C(=O)NC2CCCCC2)CCCCC1	i	4	-12%	-10%	-0.36	1304	-10	2	2.6	1.6	4.5	0.27	-0.062	-0.41	-0.12	i	-2.7	1045
C/C(=N\NC(=S)NCc1ccccc1)C1CCCCC1	i	-2	-16%	-18%	1	1159	47	53	3.0	2.3	7.7	-0.81	-0.26	0.074	0.96	i	-0.1	1060
CCCCCCCCCCCCCCCC(O)C(N)CO (centres undefined)	i	30	-18%	-18%	nt	nt	27	35	5.1	2.6	7.9	1.2	-0.31	0.82	0.73	i	7.8	262

Quoted from the listing.
Under Dynein cargo inh cell count, C/C(=N\NC(=S)NCc1ccccc1)C1CCCCC1 has 0.96
Under WT yeast gro inh mutant strain, N=c1nc(N2CCCCC2)cc(N)n1O has -25
